High-throughput results: PubChem BioAssay, several laboratories
HePTP inh: blocks human HePTP tyrosine phosphatase. P35236. recombinant HePTP phosphatase activity, OD absorbance. inhibition, % at 20 µM. 110,000 tested, 0.64% active; in the data active = inhibition above about 50%;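 note: plate controls were vehicle for no effect and reference inhibitor for full effect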
Target sequence (P35236 whole entry, looked up): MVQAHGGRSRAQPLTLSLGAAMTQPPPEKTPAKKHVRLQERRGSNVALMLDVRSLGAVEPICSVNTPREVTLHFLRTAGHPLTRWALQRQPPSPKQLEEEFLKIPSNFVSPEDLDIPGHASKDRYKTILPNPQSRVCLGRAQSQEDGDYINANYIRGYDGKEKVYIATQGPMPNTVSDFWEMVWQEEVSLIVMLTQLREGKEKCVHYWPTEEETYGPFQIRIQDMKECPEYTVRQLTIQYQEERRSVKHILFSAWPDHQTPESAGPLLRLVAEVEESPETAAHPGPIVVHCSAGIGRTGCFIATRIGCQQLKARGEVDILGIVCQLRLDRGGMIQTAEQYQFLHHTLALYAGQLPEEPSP
BAP1 block: blocks human BAP1 ubiquitin-AMC hydrolysis; Q92560; recombinant BAP1, Ub-AMC hydrolysis fluorescence kinetic; active compounds read low; activity remaining (% of control), % at 20 µM; 72,000 tested, 0.48% active; AID 436;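 active = activity remaining at or below 50% of control, provided the compound also passes the data quality filters; inactive = the rest, including low values that fail the filters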;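 note: 100% = DMSO wells rate and 0% = substrate alone blank rate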
Target sequence (Q92560 whole entry, looked up): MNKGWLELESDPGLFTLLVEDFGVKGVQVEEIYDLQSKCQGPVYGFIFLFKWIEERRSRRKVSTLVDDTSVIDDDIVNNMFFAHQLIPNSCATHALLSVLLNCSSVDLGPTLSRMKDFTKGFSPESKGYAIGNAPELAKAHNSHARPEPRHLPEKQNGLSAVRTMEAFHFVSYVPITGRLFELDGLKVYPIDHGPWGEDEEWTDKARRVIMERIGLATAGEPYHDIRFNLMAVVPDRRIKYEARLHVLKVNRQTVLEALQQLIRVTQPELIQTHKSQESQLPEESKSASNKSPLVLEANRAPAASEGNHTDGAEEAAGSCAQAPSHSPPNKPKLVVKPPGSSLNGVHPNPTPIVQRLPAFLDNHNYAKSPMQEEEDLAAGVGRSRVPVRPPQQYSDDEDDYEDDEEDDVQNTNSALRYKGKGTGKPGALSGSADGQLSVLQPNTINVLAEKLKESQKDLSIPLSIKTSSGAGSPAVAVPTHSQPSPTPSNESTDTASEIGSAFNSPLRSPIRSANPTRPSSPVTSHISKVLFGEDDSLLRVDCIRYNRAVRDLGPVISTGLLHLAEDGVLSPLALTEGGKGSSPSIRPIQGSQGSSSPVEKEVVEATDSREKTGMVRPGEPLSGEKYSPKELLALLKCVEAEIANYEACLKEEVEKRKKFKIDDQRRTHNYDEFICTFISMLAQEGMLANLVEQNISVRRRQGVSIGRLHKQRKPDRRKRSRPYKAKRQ
Active calls of the source: *; · = no result given; & = joins results of further samples.

HePTP inh | BAP1 block | Structure
5 | · | O=C(CCNS(=O)(=O)c1cccc2nonc12)NCCc1ccc(Cl)cc1
-3 | · | CCN(CC)CCCNC(=O)c1nn2c(C(F)(F)F)cc(-c3ccco3)nc2c1Cl
1 | · | CC(=O)/C=C/c1cccc[n+]1C
· | 76 | COc1ccccc1C1NC(=O)NC(C)=C1C(=O)OCC1CCCCC1 (stereo not drawn)
1 | 110 | CN(C)S(=O)(=O)c1ccc(C(=O)Nc2ccccc2C(=O)O)cc1
-4 | 69&104 | Cc1nc(Nc2ccc(S(N)(=O)=O)cc2)oc1C
· | 103 | COc1ccc(C=Nc2sc(C)c(C)c2C#N)cc1
-7 | · | O=C(O)c1cc(Br)ccc1NC(=O)C1CCCCC1
7 | · | O=C(Nc1nc(-c2ccc3ccccc3c2)cs1)c1cc(Cl)ccc1Cl
-7 | · | COc1ccccc1NC(=O)c1c(NC(=O)Cc2ccccc2)sc2c1CCC2
105* | · | CC1CCc2c(sc(NC(=O)c3ccc(Cl)c(Cl)c3)c2C(N)=O)C1 (stereo not drawn)
· | 112 | Cc1ccc(-c2ccc(=O)[nH]n2)cc1
7 | 91 | CC1(C)CC(=O)C(C=NCC(N)=O)=C(O)C1
-4 | · | COc1ccc(/C(N)=N/OC(=O)CCc2ccccc2)cc1
8 | · | CCc1cc(=O)oc2cc(OC(C)=O)cc(OC(C)=O)c12
-9 | 81 | O=C(CN1c2cccc3cccc(c23)S1(=O)=O)NCc1ccc2c(c1)OCO2
4 | 104 | O=C1CC(N2CCN(c3ccccc3)CC2)C(=O)N1c1ccc2c(c1)OCCO2 (stereo not drawn)
6 | 107 | Cc1ccc2c(c1)N(C(C)C(=O)NCCc1ccccc1)C(=O)CO2 (stereo not drawn)
-10 | · | Cc1cc(C)cc(NC(=O)c2ccco2)c1
15 | 87 | Cc1cc(C)nc(N2CCCC(C(=O)NCc3cccs3)C2)n1 (stereo not drawn)
10 | · | CCCn1c(=O)n(C)c(=O)c2c(SCc3cc(C(C)=O)ccc3OCC)nc(C3CC3)nc21
2 | 97 | O=C(Nc1cccc2nsnc12)c1ccccc1Br
-15 | · | CC1=C(C(=O)OC2CCCCC2)C(c2ccccc2Br)NC(=O)N1 (stereo not drawn)
· | 120 | O=C(c1ccc(-c2ccccc2)cc1)N1CCOCC1
-13 | · | O=C1NC(c2ccccc2Cl)Nc2sc3c(c21)CCCC3 (stereo not drawn)

Sorted by length of the SMILES (lowest first): part of the list above.
HePTP inh | BAP1 block | Structure
· | 112 | Cc1ccc(-c2ccc(=O)[nH]n2)cc1
-7 | · | O=C(O)c1cc(Br)ccc1NC(=O)C1CCCCC1
-13 | · | O=C1NC(c2ccccc2Cl)Nc2sc3c(c21)CCCC3 (stereo not drawn)
15 | 87 | Cc1cc(C)nc(N2CCCC(C(=O)NCc3cccs3)C2)n1 (stereo not drawn)
-7 | · | COc1ccccc1NC(=O)c1c(NC(=O)Cc2ccccc2)sc2c1CCC2
-3 | · | CCN(CC)CCCNC(=O)c1nn2c(C(F)(F)F)cc(-c3ccco3)nc2c1Cl

More structures follow.
HePTP inh | BAP1 block | Structure
13&1 | 80 | O=C(c1ccccc1Cl)N1CCc2ccccc2C1
3 | 52 | COc1ccc(-c2c(C)oc3c(CN4CCCCC4C)c(O)ccc3c2=O)cc1OC (stereo not drawn)
9 | 95 | Cc1ccc(NC(=O)Cn2nc(C)c3ccccc3c2=O)cc1F
-5 | 129 | CCOC(=O)c1oc2nc(C)c3c(c2c1N)CC(C)(C)OC3
8 | 122 | CCN(CCCNC(=O)COc1cc(=O)n(CC)c2ccccc12)c1ccccc1
-8 | 75 | CC(C)(C)NC(=O)CN1CCC(O)(c2ccccc2)CC1
0 | 118 | COc1ccc(N(CC(=O)Nc2cccc(C)c2C)S(=O)(=O)c2c(C)n[nH]c2C)cc1
· | 99 | CN(C)C(=O)C(CCN1CCC(O)(c2ccc(Cl)cc2)CC1)(c1ccccc1)c1ccccc1
0 | 90 | CCOC(=O)c1ccc(CNC(=O)CSc2nnnn2-c2ccc(Cl)cc2)o1
-12 | 111&134 | O=C(Nc1ccc2c(c1)OCO2)c1cccs1
0 | 201 | CCOC(=O)N1CCC(NC(=O)c2ccc3c(c2)N(C)CCS3)CC1
8 | · | Cc1cc(C)nc(SCC(=O)Nc2ccccc2C)n1
-2 | 81 | O=C(c1ccc(CS(=O)(=O)c2ccc(Br)cc2)o1)N1CCCCCC1
8 | · | CC(=O)c1cccc(NC(=O)/C=C/c2ccccc2Cl)c1
1 | 58 | COc1ccccc1S(=O)(=O)n1cc(Cc2ccccc2)c(N)n1
4 | · | CCOC(=O)c1csc(NC(=O)c2ccc([N+](=O)[O-])o2)n1
8 | · | CN(Cc1ccccc1)C(=O)c1cc2nc(-c3ccc(Cl)cc3)cc(C(F)(F)F)n2n1
4 | · | O=C(NCc1ccccc1Cl)C(=O)NC1CC1
-2 | · | CC(C)(C)c1ccc(OCC(O)CS(=O)(=O)Cc2ccccc2)cc1 (stereo not drawn)
-4 | · | Cn1c(N)c(C(=O)COC(=O)C2(c3ccccc3F)CCCC2)c(=O)n(C)c1=O
-12 | · | COc1ccc(-c2cc(C(=O)Nc3nc(C)c(C)s3)c3ccccc3n2)cc1OC
1 | · | CCCCOc1ccc(-c2c(C#N)c(N)nc(SCC(N)=O)c2C#N)cc1
6 | · | COc1cc(C(=O)Nc2ccc(Br)cc2C(=O)c2cc(OC)c(OC)c(OC)c2)cc(OC)c1OC
11 | 102 | COc1cccc(NC(=O)N2CCCC2C(=O)NC(C)C)c1 (stereo not drawn)
-5 | 94 | Clc1ccccc1CNc1ncnc2nc[nH]c12
13 | 98 | CCCC1(CCC)NC(=O)N(CC(=O)Nc2cccc(OC)c2)C1=O
-5 | 107 | CCOC(=O)c1cc(NC(=O)c2c(C)noc2C)cc(C(=O)OCC)c1
5 | · | N#Cc1nc(-c2ccccc2Cl)oc1N1CCCCC1
· | 99 | Cc1ccc(S(=O)(=O)Nc2cccc(F)c2)cc1C(=O)O
3 | · | COc1ccc(C)cc1NS(=O)(=O)c1ccc(Cl)cc1
0 | 89 | Cc1ccc(C(C(=O)NC2CCCC2)N(Cc2ccc(F)cc2)C(=O)c2csnn2)o1 (stereo not drawn)
· | 93 | COc1ccc(C(=O)Nc2ccc(S(=O)(=O)Nc3cc(OC)nc(OC)n3)cc2)cc1
12&9 | 70 | COC(=O)C1=C(C)N(Cc2ccco2)C(=O)C1
5 | 91 | CCSC1=C(C#N)C(c2ccc(C)s2)CC(=O)N1 (stereo not drawn)
3 | · | CCOC(=O)c1cnc2c(C)cccc2c1NCc1ccco1
4 | 87 | CCCCN1C(=O)C(O)=C(C(C)=O)C1c1ccc(OC)cc1OC (stereo not drawn)
4 | 34* | Cc1ccc2c(c1)c1c(n2CC(O)Cn2nc(C)c(Br)c2C)C(=O)CCC1 (stereo not drawn)
-1 | 95 | Cc1ccc(N(C(=O)Cn2nnc3ccccc32)C(C(=O)NCc2ccco2)c2cccnc2)cc1 (stereo not drawn)
-5 | · | Cc1c(NC(=O)CCN2C(=O)/C(=C\c3cccs3)SC2=S)c(=O)n(-c2ccccc2)n1C
-8 | 106 | CCn1nnc(NC(=O)c2c(OC)cccc2OC)n1
-2 | · | CC(=O)c1ccc(NC(=S)NC(NC(=O)c2ccccc2)C(Cl)(Cl)Cl)cc1 (stereo not drawn)
-5 | · | C=CCOc1ccc2c(c1)C(=NO)c1cc(OCC=C)ccc1-2
14 | 95 | O=C(CN1C(=O)c2ccccc2S1(=O)=O)NCc1ccccc1Cl
4 | · | O=C(O)CCCN1C(=O)/C(=C/c2cccc(F)c2)SC1=S
-3 | 91 | CCOC(=O)C1C(=O)NC(C)C1c1ccccc1 (stereo not drawn)
-14 | · | Cc1nc2ccc(NC(=S)N3CCC(C)CC3)cc2nc1C
· | 51 | Oc1ccc(N=CC=Cc2cccc(Br)c2)cc1-c1nc2ccccc2o1
· | 83 | O=C(Nc1nncs1)c1ccccc1I
4 | 80 | CCCCCSc1nnc(-c2cc(Br)ccc2N)c(=O)[nH]1
-2 | · | COc1ccc2oc(=O)c(C(=O)N(Cc3ccccc3)Cc3ccccc3)cc2c1

Complete entries, looked up by structure. Values in the order: HePTP inh | BAP1 block
Entry for `Cc1ccc(S(=O)(=O)Nc2cccc(F)c2)cc1C(=O)O` → · | 99
Entry for `CCn1nnc(NC(=O)c2c(OC)cccc2OC)n1` → -8 | 106
Entry for `CCOC(=O)c1cnc2c(C)cccc2c1NCc1ccco1` → 3 | ·
Entry for `O=C(Nc1nncs1)c1ccccc1I` → · | 83
Entry for `CC(=O)c1ccc(NC(=S)NC(NC(=O)c2ccccc2)C(Cl)(Cl)Cl)cc1` (stereo not drawn) → -2 | ·

Four entries from above, as labelled records:
> Cc1ccc(S(=O)(=O)Nc2cccc(F)c2)cc1C(=O)O
  HePTP inh = ·	BAP1 block = 99

> COc1ccc(C)cc1NS(=O)(=O)c1ccc(Cl)cc1
  HePTP inh = 3	BAP1 block = ·

> Cc1ccc(C(C(=O)NC2CCCC2)N(Cc2ccc(F)cc2)C(=O)c2csnn2)o1 (stereo not drawn)
  HePTP inh = 0	BAP1 block = 89

> COc1ccc(C(=O)Nc2ccc(S(=O)(=O)Nc3cc(OC)nc(OC)n3)cc2)cc1
  HePTP inh = ·	BAP1 block = 93

Following part.
HePTP inh | BAP1 block | Structure
0 | 99 | CCCCNC(=O)CN1C(=O)C(CC)Oc2ccc(Cl)cc21 (stereo not drawn)
4 | · | COC(=O)c1c(NC(=O)c2ccc(Br)s2)sc2c1CCC2
-9 | · | CCN(CC)c1ccc(NC(=O)c2ccc(OCc3ccccc3)cc2)cc1
3 | · | CCOc1ccc(C(=O)Nc2ccc(NC(=O)c3ccco3)c(OC)c2)cc1
32 | 83 | O=C(O)c1ccc2c(c1)[C@@H]1C=CC[C@@H]1[C@H](c1ccccn1)N2
11 | 423 | CC1CCN(c2oc(-c3ccccc3F)nc2C#N)CC1
-12 | · | C=CCOC(=O)C1=C(C)NC2=C(C(=O)CC(C)(C)C2)C1c1cccc(Cl)c1Cl (stereo not drawn)
14 | · | O=C(Nc1ccc2nn(-c3ccc(Cl)cc3)nc2c1)c1ccccc1I
-2 | · | Cc1cc(=O)n2ccc(CN(C)C)c(O)c2n1
3 | 86 | Cn1c(NC(=O)CC(C)(C)C)cc(=O)n(C)c1=O
1 | 67 | O=C(COc1nnc2ccccn12)N1CCN(S(=O)(=O)c2ccccc2)CC1
3 | 96 | CC1CN(S(=O)(=O)c2ccc(NC(=O)c3cc(-c4ccccc4O)n[nH]3)cc2)CC(C)O1 (stereo not drawn)
4 | · | CC(C)NC(=O)/C(=C\c1ccco1)NC(=O)c1ccccc1
4 | · | Cc1cnn(-c2cc(N/N=C/c3ccc(O)cc3)ncn2)c1
1 | · | C/C(Nc1ccccc1)=C(/C#N)C(N)=O
7 | 88 | O=C(Nc1ncccc1O)c1cccc(S(=O)(=O)N2CCc3ccccc32)c1
6 | · | O=c1n(Cc2ccc(Cl)cc2)c2cc([N+](=O)[O-])c([N+](=O)[O-])cc2n1Cc1ccc(Cl)cc1
-3 | 100 | O=C1NCCNC1(c1c[nH]c2ccccc12)C(F)(F)F (stereo not drawn)
-2 | 101 | CCCOC(=O)C1[C@H]2C(=O)N(CC3CCCO3)C[C@]23C=C[C@H]1O3 (stereo partly drawn)
10 | · | COc1cc(OC)c(OC)cc1CN1CCN(C2CCCC(C)C2)CC1 (stereo not drawn)
15 | 110 | CC(Sc1sc(=S)sc1SC(C)C(=O)O)C(=O)O (stereo not drawn)
-8 | 82 | CCN(CC)CCCN1C(=O)C(=O)/C(=C(/O)c2ccc(C)cc2)C1c1ccccn1 (stereo not drawn)
7 | · | Cc1ccc(S(=O)(=O)Nc2ccccc2C(F)(F)F)cc1
-4 | · | CNC(=O)c1c(NC(=O)c2ccccc2F)sc2c1CCCCC2
0 | 98 | CCOc1ccc(NC(=O)CSc2nnc(-c3ccncc3)n2CC2CCCO2)cc1 (stereo not drawn)
4 | 73 | CCN(CC)CCN1C(=O)C(O)=C(C(C)=O)C1c1ccc(OC)c(OC)c1 (stereo not drawn)
4 | 108 | CCC1(C(=O)OC)NC(c2ccccc2OC)C2C(=O)N(C)C(=O)C21 (stereo not drawn)
13 | 96 | COc1ccc(C2C(C(=O)c3sc(C)nc3C)=C(O)C(=O)N2CCN(C)C)cc1 (stereo not drawn)
2 | · | CC1(C)CC(=O)C(Sc2ccc([N+](=O)[O-])cc2)=C(O)C1
-5 | · | Cc1sc(-c2c(C#N)c(N)nc3c2CCCCC3)cc1[N+](=O)[O-]
-5 | · | O=C(Nc1ccc(S(=O)(=O)NCCc2ccccc2)cc1)c1ccc(Br)o1
5 | · | CCOC(=O)c1c(-n2c(C)cc(/C=C3\NC(=O)NC3=O)c2C)sc2c1CCCC2
3 | · | O=c1ccc2cc3c([nH]c4ccc(Br)cc43)oc-2c1O
2 | 86 | Cc1ccc(S(=O)(=O)N2CCC(C(=O)N3CCC[C@H]3C(=O)NCc3ccco3)CC2)cc1
7 | 108 | O=C(CSc1nccc(=O)[nH]1)Nc1ccc(Br)c(Cl)c1
-13 | 104 | CCCC(=O)Nc1nnc(Sc2ccc(N(C)C)cc2)s1
· | 106 | Cc1cccc(C)c1OCC(O)CN1CCN(c2ccccc2)CC1 (stereo not drawn)
1 | 89 | Clc1ccc(OCc2nn3c(C4CCCCC4)nnc3s2)cc1
-1 | · | NC(=O)/C=C\C(=O)Nc1cccc(C(F)(F)F)c1
-14 | · | COc1ccccc1NC(=O)COc1ccc(Cl)cc1
2 | 109 | COc1ccc(S(=O)(=O)N(CCc2ccccc2)CC(=O)NCCCO)cc1
5 | 409 | CCOc1ccc(-c2nc(C#N)c(NCc3ccc4c(c3)OCO4)o2)cc1
2 | 86 | O=C(CSc1nc2ccccc2nc1SCC(=O)N1CCOCC1)N1CCOCC1
5 | 97 | O=C(Nc1ccc2c(c1)OCO2)N1CCN(C/C=C/c2ccccc2)CC1
